Screening data: PubChem BioAssay, National Center for Advancing Translational Sciences (NCATS)
NPC1 promoter act: qHTS Assay for NPC1 Promoter Activators. Huh7 NPC1 promoter luciferase reporter, 24 h. Potency, µM (top dose mostly 9.22 µM), without a hit: top-dose activation, hits mostly activators. 2.4% of 320,000 active;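 note: % of control where 0% means no effect; nearly all actives have a fitted effect of over 60% in size; reporter is driven by a mutant NPC1 promoter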
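Quantitative HTS used a cell-based reporter: Huh7 cells stably bearing the NPC1 promoter upstream of luciferase were treated with compounds for 24 h, and promoter activation was read as luminescence.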
BRCA1 expr act: qHTS Assay to Identify Small Molecule Activators of BRCA1 Expression | MCF7-BRCA1-FFLuc reporter, luminescence, 48 h; response scale: scaled: vehicle 0%, 10 µM genistein 100% | Potency, µM (titrated, usually from 46.1 µM), without a hit: at the highest dose activation, most hits filed as activators | 1.1% of 380,000 active; note: nearly all actives have a fitted effect of over 80% in size; some results filed as inactive show a strong effect at the top dose
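Compounds are tested at multiple concentrations on MCF7 BRCA1-luciferase reporter cells seeded at 2000 per well; after 48 h, a single luminescence end-point is taken and curves fitted to the normalized data.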
FLuc counter: qHTS profiling assay for firefly luciferase inhibitor/activator using purifed enzyme and Km concentrations of substrates (counterscreen for miR-21 project) | AID 588342, 2011 | 6.9% of 360,000 active | purified FLuc, Km substrates, luminescence inhibition | Potency, µM (doses to about 57.5 µM), without a hit: at the highest dose activity change, negative = inhibition, hits mostly inhibitors;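 note: plate controls were vehicle for no effect and reference inhibitor for full effect; nearly all actives have a fitted effect of over 55% in size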
Target sequence (P08659 whole entry, looked up): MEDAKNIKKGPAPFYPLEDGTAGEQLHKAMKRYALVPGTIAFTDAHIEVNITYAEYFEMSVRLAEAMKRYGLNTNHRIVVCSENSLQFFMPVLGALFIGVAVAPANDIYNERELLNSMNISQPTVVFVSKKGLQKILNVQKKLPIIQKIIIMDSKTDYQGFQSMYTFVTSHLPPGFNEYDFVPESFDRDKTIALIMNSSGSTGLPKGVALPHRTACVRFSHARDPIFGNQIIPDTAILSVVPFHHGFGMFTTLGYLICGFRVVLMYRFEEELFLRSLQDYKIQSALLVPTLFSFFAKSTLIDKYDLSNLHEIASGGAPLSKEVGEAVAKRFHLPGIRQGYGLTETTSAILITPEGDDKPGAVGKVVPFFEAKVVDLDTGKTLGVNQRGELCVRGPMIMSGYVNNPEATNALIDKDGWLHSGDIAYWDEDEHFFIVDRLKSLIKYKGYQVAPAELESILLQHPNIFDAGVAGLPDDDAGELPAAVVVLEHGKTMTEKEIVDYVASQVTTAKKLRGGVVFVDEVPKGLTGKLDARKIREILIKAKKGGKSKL
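Purified P. pyralis luciferase, 10 nM final, with Km-level 10 uM D-luciferin and 10 uM ATP in 50 mM Tris acetate pH 7.5, 10 mM Mg acetate, 0.01% Tween-20, 0.05% BSA; 6-point qHTS titration about 60 µM downward; luminescence read.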
uPA generation: qHTS for Inhibitors of Cell Surface uPA Generation; cell surface uPA generation assay, qHTS; Potency, µM (highest dose often 38.3 µM), for inactives: top-dose activity change, negative = inhibition, most hits filed as inhibitors; 0.31% of 330,000 active; active = well fitted inhibition curve with a large enough effect; inconclusive = small, poorly fitted or top-dose-only effect; inactive = no such curve, though single readings can be large or run the other way; tested in mouse RAW 264.7 cells; note: % is set by controls: 0 for no effect and ±100 for the full control effect; nearly all actives have a fitted effect of over 55% in size
RORg inh: qHTS for inhibitors of ROR gamma transcriptional activity. AID 2551, 2010. 5.4% of 310,000 active. Drosophila S2 Gal4-RORgamma UAS-luciferase reporter, 20 h. Potency, µM (series often up to 53.6 µM), inactives show at the top dose activity change, negative = inhibition, actives largely listed as inhibitors. Nuclear receptor ROR-gamma (Mus musculus), P51450; note: % is set by controls: 0 for no effect and ±100 for the full control effect; nearly all actives have a fitted effect of over 60% in size
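Stable Schneider cell line, Gal4 DNA-binding domain fused to ROR gamma, UAS-luciferase. Cmpd 1 hr RT → CuSO4 700 uM final → 20 hr RT → luciferase reagent 10 min → luminescence.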
Rab9 promoter act: qHTS Assay for Rab9 Promoter Activators; Huh7 Rab9 promoter-luciferase reporter, luminescence, 24 h; AID 485297, 2010; 2.8% of 320,000 active; Potency, µM (highest dose often 9.22 µM), for the others: at the top dose activation, negative = inhibition, usual class: activators; note: % of control where 0% means no effect; nearly all actives have a fitted effect of over 60% in size
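Huh7 cells stably carrying Rab9 promoter–luciferase reporter, plated 1500 cells/well, compound added after 2 h and incubated 24 h at 37 °C; luciferase luminescence then read after 10 min with detection reagent.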
Gal4-VP16 FLuc: VP16 counterscreen qHTS for inhibitors of ROR gamma transcriptional activity; 3.5% of 310,000 active; Drosophila S2 Gal4-VP16 UAS-luciferase, luminescence, 20 h; Potency, µM (highest dose often 53.6 µM), for the others: at the highest dose activity, negative = inhibition, actives largely listed as inhibitors;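 note: Gal4-VP16 expression switched on by copper sulfate through the metallothionein promoter; % is set by controls: 0 for no effect and ±100 for the full control effect; nearly all actives have a fitted effect of over 50% in size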
ELG1 genotox: qHTS screen for small molecules that induce genotoxicity in human embryonic kidney (HEK293T) cells expressing luciferase-tagged ELG1 | Potency, µM (highest dose often 46 µM), for the others: at the top dose activity change, positive = activation, usual class: activators | AID 504466, 2011 | HEK293T ELG1-luciferase reporter, luminescence, 16 h | 1.3% of 330,000 active; note: % of control where 0% means no effect; nearly all actives have a fitted effect of over 60% in size
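Screening used a luciferase reporter fused to human ELG1 in HEK293T cells. Luminescence was read on a CCD plate imager after 16 hr exposure and 30 min ONE-Glo incubation.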
p53 reactivation: qHTS assay for re-activators of p53 using a Luc reporter | H1299 p53-A138V BP100-luciferase reporter, luminescence, 24 h | Potency, µM (series often up to 92.2 µM), for the others: at the highest dose activity change, positive = activation, actives largely listed as activators | 0.063% of 320,000 active; note: % of control where 0% means no effect; nearly all actives have a fitted effect of over 45% in size
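H1299 (p53-null), stable ts p53-A138V + BP100-Luc; 1000 cells/well, Opti-MEM/10% FBS; cpd 4 pt, 1:5; 24 h, 37 deg C, 5% CO2; detection reagent 10 min RT; luminescence.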
MBNL1 CUG block: qHTS Assay for Inhibitors of MBNL1-poly(CUG) RNA binding. Muscleblind-like protein 1 (Homo sapiens), Q9NR56. TR-FRET MBNL1-His/biotin-(CUG)12 binding, 665/545 ratio. Potency, µM (top dose mostly 57.5 µM), inactives show at the highest dose activity change, negative = inhibition, usual class: inhibitors. 0.036% of 280,000 active; active = well fitted inhibition curve with a large enough effect in the signal ratio, with a control signal flat, not every such curve was filed as active; inconclusive = small, poorly fitted or top-dose-only effect, or effect the other way, or a change in a side signal; inactive = no such curve, though single readings can be large or run the other way; the % refers to the signal ratio; note: % is set by controls: 0 for no effect and ±100 for the full control effect
Target sequence (Q9NR56 whole entry, looked up): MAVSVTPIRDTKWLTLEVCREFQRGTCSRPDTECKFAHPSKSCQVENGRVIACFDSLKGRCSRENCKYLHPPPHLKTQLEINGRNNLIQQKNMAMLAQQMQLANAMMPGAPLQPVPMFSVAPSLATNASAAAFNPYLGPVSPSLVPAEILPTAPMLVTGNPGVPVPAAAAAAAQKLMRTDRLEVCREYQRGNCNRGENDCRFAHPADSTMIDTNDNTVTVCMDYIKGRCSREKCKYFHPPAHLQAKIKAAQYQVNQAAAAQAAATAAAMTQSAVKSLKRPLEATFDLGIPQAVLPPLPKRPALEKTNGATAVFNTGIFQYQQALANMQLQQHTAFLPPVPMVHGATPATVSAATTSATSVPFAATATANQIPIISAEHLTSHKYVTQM
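Compounds (final 92 nM to 58 uM) are added to His-tagged MBNL1 and biotin-(CUG)12, then terbium anti-His antibody and streptavidin-XL665 (5 nM final). After 60 min at room temperature, the 665/545 nm ratio is read.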
An asterisk follows results filed as active; ? = inconclusive; . = not tested or not shown; & = joins results of further samples; [ ] = another dose, or the depositor's remark. Unless noted, calls come from the whole dose curve; as a rule, active = well fitted curve in the direction sought with a large enough effect; inconclusive = small, poorly fitted or top-dose-only effect, or another doubt; inactive = no such curve, though single readings can be large; an effect the other way counts as inactive or inconclusive. Potency is the fitted concentration of half-maximal effect.

#1 CC(C)c1cc2cc3ccc(=O)oc3cc2o1
#2 O=C(CCN1C(=O)/C(=C/c2ccccc2Cl)SC1=S)NC1=NCCS1
#3 CC(C)N(C(=O)CSc1nnc(NC(=O)C2CCC2)s1)C(C)C
#4 N#Cc1ccccc1OCC(=O)OCC(=O)NC1CCCCC1
#5 CCCc1c(C)nc2ccc(OC)cc2c1SCCC(=O)O
#6 CC1CCN(CCC(=O)N/N=C/c2ccc([N+](=O)[O-])cc2)CC1
#7 O=S(=O)(NCc1cccnc1)c1ccc(Cl)cc1
#8 COC(=O)[C@H]1C[C@@H]1[C@H](NC(=O)c1ccccc1)c1ccccc1

Screen / compound no.	1	2	3	4	5	6	7	8
NPC1 promoter act	?	-2%	0%	1%	-3%	-4%	1%	-1%
BRCA1 expr act	?	-4%	0%	1%	-40%	-13%	-13%	6%
FLuc counter	12µM*	?	0%	1%	-2%	3%	-1%	4%
uPA generation	-1%	-1%	1%	2%	-1%	-2%	0%	-5%
RORg inh	32%	-44%	-8%[0.365 µM]	.	26%	0%	-7%	?
Rab9 promoter act	?	-2%	-4%	-4%	-1%	-14%	5%	1%
Gal4-VP16 FLuc	30%	-9%	.	.	-7%	-2%[10 µM]	-9%	8%&3%
ELG1 genotox	?	-7%	5%	-2%	0%	-11%	0%	1%
p53 reactivation	15%	-4%	-20%	6%	3%	0%	.	-10%
MBNL1 CUG block	-8%	-3%	-5%	.	.	?	3%	?

#9 Cc1cc(OCCN2CCOCC2)nc2ccccc12
#10 COc1ccc(C(=O)OCC(=O)c2ccccc2)cc1S(=O)(=O)N1CCOCC1
#11 O=C(CSc1nncs1)N1CCN(S(=O)(=O)c2ccccc2)CC1
#12 Cc1cc(=O)oc2cc(OCCCN3C(=O)c4ccccc4C3=O)ccc12
#13 O=C(CCSCCc1ccccn1)Nc1c(F)cc(F)cc1Br
#14 COCCCNC(=O)Cn1cc2c(n1)CCC(C)C2 (stereo not drawn)
#15 O=C(N/N=C/C(Br)=C/c1ccccc1)c1ccccc1[N+](=O)[O-]
#16 Cc1ccc(S(=O)(=O)Nc2ccc3c(c2)C(=O)N([C@H](C)CO)C[C@H](C)[C@@H](CN(C)C(=O)Nc2ccc4c(c2)OCO4)O3)cc1

Screen / compound no.	9	10	11	12	13	14	15	16
NPC1 promoter act	2%	-3%	-6%	11%	-4%	-2%	-3%	.
BRCA1 expr act	-7%	5%	-6%	0%	0%	19%	-4%	0%
FLuc counter	-1%	11%	-1%	1%	9%	-2%	?	.
uPA generation	2%	2%	-2%	4%	1%	4%	-24%	12%
RORg inh	-2%	35%	22%	6%	40%	29%	26%	.
Rab9 promoter act	3%	-2%	0%	3%	-4%	-11%	0%	.
Gal4-VP16 FLuc	3%	-2%	-3%	22%	-8%	1%	5%	.
ELG1 genotox	-3%	2%	0%	-5%	-2%	-3%	3%	5%
p53 reactivation	-6%	7%	-4%	8%	-5%	-1%	.	0%
MBNL1 CUG block	3%	2%	-6%	?	.	3%	?	.

#17 CC1CCCCC12NC(=O)N(CC(=O)NCCc1ccc(F)cc1)C2=O (stereo not drawn)
#18 O=c1c2ccccc2c(/C=N/c2ncn[nH]2)c(O)n1Cc1ccccc1
#19 CCN1C(=O)[C@H]2[C@@H](c3ccc(-c4ccc(Cl)c(Cl)c4)cc3)N[C@@](CC(C)C)(C(=O)OC)[C@H]2C1=O
#20 Cc1cc(C(=O)NCc2cccc(Cl)c2)c2ccccc2n1
#21 COc1ccccc1-n1cc(C(=O)NCC(=O)N2CCN(c3ccccc3)CC2)c2ccccc2c1=O
#22 CC(C)(C)NC(=O)NC(=O)COC(=O)COc1ccc(Cl)cc1Cl
#23 COc1ccc(N2CC(O)(c3ccc(C)cc3)[N+]3=C2CCCC3)cc1 (stereo not drawn)
#24 NC(=S)N/N=C/c1ccc(-c2cc(Cl)ccc2Cl)o1

Screen / compound no.	17	18	19	20	21	22	23	24
NPC1 promoter act	-2%	-2%	-1%	-3%	28%	-1%	-6%	-2%
BRCA1 expr act	-10%	-44%&7%	10%	-19%	13µM*	4%	2%	-4%
FLuc counter	-5%	-12%	-4%	0%	0.76µM*	-19%	0%	?
uPA generation	-2%	0%&-5%	5%	7%	.	3%	8%	0%
RORg inh	.	31%	.	-1%	?	0%	0%	1.3µM*
Rab9 promoter act	-1%	1%	-1%	-4%	?	-2%	-7%	-4%
Gal4-VP16 FLuc	.	8%	.	-3%	?	3%	4%	2.8µM*
ELG1 genotox	0%	-2%	-4%	-6%	15%	2%	-8%	-4%
p53 reactivation	-5%	-18%	-7%	3%	7%	4%	-3%	6%
MBNL1 CUG block	.	18%	.	-5%	3%	-5%	-6%	-3%

#25 CCOc1cnc(-c2ccccc2F)o1
#26 C=CCSc1nnc(-c2cc(C(C)(C)C)nn2Cc2ccc(F)cc2)n1C
#27 Cc1ccc(C)n1NC(=O)c1ccccc1[N+](=O)[O-]
#28 CCOC(=O)C1CCCN(C(=O)c2cn(CC)c(=O)c3cc(OC)c(OC)cc23)C1 (stereo not drawn)
#29 C[C@H](CO)N1C[C@H](C)[C@@H](CN(C)C(=O)Nc2ccc(F)cc2)Oc2ccc(NS(C)(=O)=O)cc2C1=O
#30 O=C1CCCN1CCCNc1ccc2nnc(CCC(=O)N3CCN(c4ccccc4)CC3)n2n1
#31 O=C(NCC1CCCCC1)c1cccc(-c2ccc(O)cc2)c1
#32 CC1=C(C(=O)Nc2ccc(F)c(F)c2)C(c2cccs2)NC(=S)N1 (stereo not drawn)

Screen / compound no.	25	26	27	28	29	30	31	32
NPC1 promoter act	0%	3%	-4%	-3%	.	-6%	3%	-5%
BRCA1 expr act	20%	-14%	-3%	12%	-19%	2%	-30%	-1%
FLuc counter	17µM*	-1%	1%	0%	.	-1%	-12%	2%
uPA generation	3%	5%	-2%	-1%	0%	19%	-9%	6%
RORg inh	12%	0%	-19%	35%	.	-5%	?	1%
Rab9 promoter act	-3%	-3%	1%	2%	.	1%	-6%	-3%
Gal4-VP16 FLuc	-4%	-7%	-25%[10 µM]	0%	.	0%	?	-9%
ELG1 genotox	8%	-6%	4%	3%	7%	0%	-7%	-2%
p53 reactivation	3%	-3%	17%	-3%	-2%	11%	-3%	-9%
MBNL1 CUG block	-1%	-18%	26%	-12%	.	1%	-1%	-6%

#33 O=C1c2ccccc2C(Nc2ccccc2F)N1c1cccnc1 (stereo not drawn)
#34 Cn1nc(C(F)(F)F)c(-c2ccc(F)cc2)c1NC(=O)c1ccco1
#35 CC1CCCCC1NC(=O)Cn1cnc2ccccc2c1=O (stereo not drawn)
#36 Cc1ccc(-c2noc(CCC(=O)N(C)c3ccccc3C)n2)cc1
#37 C#CCOCCOCCOCCNc1nc(N2CCN(C(=O)[C@H](CCCCN)n3cc([C@@H](N)C(C)CC)nn3)CC2)nc(N2CCN(C(=O)[C@H](Cc3ccc(O)cc3)n3cc([C@@H](N)C(C)CC)nn3)CC2)n1 (stereo partly drawn)
#38 COc1c(C)cc(Br)cc1C(=O)O

Screen / compound no.	33	34	35	36	37	38
NPC1 promoter act	0%	-4%	-3%	-1%	6%	0%
BRCA1 expr act	-8%	-18%	-17%	-30%	9%	1%
FLuc counter	-1%	1%	-1%	0%	2%	2%
uPA generation	-2%	-3%	2%	-2%	6%	21%
RORg inh	-26%	1%	12%	-42%	-25%	17%
Rab9 promoter act	-4%	-4%	1%	-13%	8%	-1%
Gal4-VP16 FLuc	9%	5%	-6%	?	-10%	-19%
ELG1 genotox	2%	-3%	3%	-10%	8%	-1%
p53 reactivation	-3%	-4%	-12%	12%	-1%	9%
MBNL1 CUG block	8%	-13%	13%	-8%	-12%	-18%
